APEX1 inh: blocks human APE1 abasic DNA cleavage | P27695 | recombinant APE1, TAMRA/BHQ-2 abasic DNA cleavage fluorescence | Potency, µM (top dose mostly 65.8 µM), for the others: at the top dose activity change, negative = inhibition, hits mostly inhibitors | 0.35% of 350,000 active;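 also: potency is read from the fitted curve at half-maximal effect; plate controls were vehicle for no effect and reference inhibitor for full effect; nearly all actives have a fitted effect of over 55% in size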
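Enzyme (0.75 nM final) and test compound are incubated 15 min at room temperature before adding 50 nM quenched THF abasic-site duplex. Cleavage dequenches TAMRA, followed at 525/598 nm over three reads one minute apart.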
PGK inhibitor: inhibitors of T. brucei phosphoglycerate kinase | 0.043% of 380,000 active | PGK/GAPDH coupled, Kinase-Glo luminescence, 60 min | AID 602233 | P07378 | Potency, µM (series often up to 57.5 µM), for inactives: at the top dose activity change, negative = inhibition, most hits filed as inhibitors; also: potency is read from the fitted curve at half-maximal effect; % is scaled to controls: 0 for no effect and ±100 for the full control effect; nearly all actives have a fitted effect of over 60% in size
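Recombinant glycosomal PGK reaction used 1,3-bisphosphoglycerate generated in-well by GAPDH (100nM final) in 100mM TEA pH 7.6, 5mM MgCl2, 0.01% Tween-20. After 60 minutes at room temperature, ATP was read by Kinase-Glo Plus luminescence end-point.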
Pol eta inh: inhibitors of human DNA polymerase eta. 1.2% of 390,000 active. AID 588591. recombinant Pol eta, fluorescent DNA replication assay. Potency, µM (titrated, usually from 114 µM), without a hit: at the top dose activity change, negative = inhibition, hits mostly inhibitors. Q9Y253; also: potency is read from the fitted curve at half-maximal effect; % is scaled to controls: 0 for no effect and ±100 for the full control effect
Target sequence (Q9Y253 whole entry, looked up): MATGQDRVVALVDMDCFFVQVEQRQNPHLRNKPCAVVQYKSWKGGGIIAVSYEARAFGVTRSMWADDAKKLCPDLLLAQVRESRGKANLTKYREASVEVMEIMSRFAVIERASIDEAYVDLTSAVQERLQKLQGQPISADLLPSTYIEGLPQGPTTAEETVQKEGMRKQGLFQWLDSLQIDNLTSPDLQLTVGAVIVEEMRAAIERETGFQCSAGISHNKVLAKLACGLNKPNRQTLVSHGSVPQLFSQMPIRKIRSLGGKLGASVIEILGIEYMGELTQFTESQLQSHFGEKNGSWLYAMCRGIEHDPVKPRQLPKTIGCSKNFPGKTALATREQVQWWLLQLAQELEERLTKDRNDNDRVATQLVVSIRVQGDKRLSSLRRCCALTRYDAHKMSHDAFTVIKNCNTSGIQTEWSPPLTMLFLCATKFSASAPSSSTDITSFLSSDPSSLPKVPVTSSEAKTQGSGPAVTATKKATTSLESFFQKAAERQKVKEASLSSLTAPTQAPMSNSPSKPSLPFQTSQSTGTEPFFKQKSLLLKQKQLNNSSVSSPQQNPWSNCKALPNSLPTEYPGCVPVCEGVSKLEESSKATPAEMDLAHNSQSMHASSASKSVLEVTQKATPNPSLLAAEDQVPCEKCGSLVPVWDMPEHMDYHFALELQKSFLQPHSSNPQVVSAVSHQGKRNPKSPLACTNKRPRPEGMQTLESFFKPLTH
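Pol eta (10 nM) was preincubated with compounds for 15 min at room temperature, after which fluorescent replication substrate (50 nM final) was added to start the reaction. Fluorescence was read kinetically at 0 and 10 min.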
Pol iota inh: blocks human DNA polymerase iota activity; Q9UNA4; Pol iota fluorescent replication assay, 10 min; Potency, µM (series often up to 115 µM), inactives show top-dose activity, negative = inhibition, actives largely listed as inhibitors; 1% of 390,000 active; also: potency is read from the fitted curve at half-maximal effect
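Pol iota at 10 nM preincubated 15 min with compounds at room temperature; reaction started with fluorescent substrate, 50 nM final. Fluorescence read kinetically at 0 and 10 min; buffer-only wells as negative control.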
Anesthetic bind: binds horse apoferritin like a general anesthetic. apoferritin/1-aminoanthracene competitive binding, fluorescence. AID 485281. 0.074% of 350,000 active. Potency, µM (titrated, usually from 77.5 µM), for inactives: top-dose activity change, negative = displacement, most hits filed as inhibitors; also: potency is read from the fitted curve at half-maximal effect; % is scaled to controls: 0 for no effect and ±100 for the full control effect; nearly all actives have a fitted effect of over 20% in size
Target sequence (P02791 2-175 limits assumed): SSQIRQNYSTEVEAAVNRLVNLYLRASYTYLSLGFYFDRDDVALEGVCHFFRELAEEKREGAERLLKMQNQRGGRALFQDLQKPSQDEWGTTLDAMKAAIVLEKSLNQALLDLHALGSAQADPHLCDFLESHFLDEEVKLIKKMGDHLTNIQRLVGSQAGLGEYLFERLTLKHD
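Apoferritin-based anesthetic binding model; compound displacement of fluorescent 1-AMA measured as endpoint fluorescence after 10 minutes at room temperature, scaled to free-ligand and complex controls.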
BLM helicase inh: Bloom syndrome helicase (human) inhibition; Potency, µM (doses to about 56.1 µM), without a hit: top-dose activity change, negative = inhibition, most hits filed as inhibitors; 0.2% of 350,000 active; P54132; recombinant BLM DNA unwinding, fluorescence dequenching; AID 2528;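 also: potency is read from the fitted curve at half-maximal effect; plate controls were vehicle for no effect and no enzyme for full effect; nearly all actives have a fitted effect of over 35% in size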
POLK inh: DNA polymerase kappa (human) inhibition | Q9UBT6 | purified Pol kappa, fluorescent DNA synthesis assay, 10 min | Potency, µM (top dose mostly 107 µM), for the others: at the top dose activity, negative = inhibition, hits mostly inhibitors | 0.53% of 400,000 active; also: potency is read from the fitted curve at half-maximal effect; % is scaled to controls: 0 for no effect and ±100 for the full control effect
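Fluorescent qHTS in 1536-well format: enzyme (10 nM) and compound sat 15 min at room temperature before 50 nM substrate (final) was added. Signal taken at 0 and 10 min; no-enzyme buffer wells were negative controls.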
Pol beta inh: blocks human DNA polymerase beta activity. P06746. Pol beta primer extension/strand displacement, fluorescence kinetic. Potency, µM (doses to about 114 µM), for inactives: at the highest dose activity change, negative = inhibition, hits mostly inhibitors. 1.3% of 340,000 active; also: potency is read from the fitted curve at half-maximal effect; % is scaled to controls: 0 for no effect and ±100 for the full control effect
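Kinetic readout of DNA synthesis with strand displacement by Pol beta. Compound and 10 nM enzyme sit 15 min at room temperature; 50 nM substrate starts the reaction, read immediately and at 10 min.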
RXFP1 antagonist: blocks the human relaxin receptor RXFP1; Q9HBX9; HEK293-RXFP1, relaxin-stimulated cAMP HTRF, 30 min; hits give low values; activity change, negative = inhibition, % at 57.5 µM; 0.59% of 350,000 active;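 active = activity change of -60% or lower, but not beyond a set lower limit; inconclusive = change between -60% and -40%, or beyond the set limit; inactive = change above -40%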; also: % is scaled to controls: 0 for no effect and ±100 for the full control effect
Starred values were filed as active, the others as inactive; i = inactive; ? = inconclusive; . = not tested or not shown; & = joins results of further samples; [ ] = another dose, or the depositor's remark. Unless noted, calls follow the shape of the dose curve; as a rule, active = well fitted curve in the direction sought with a large enough effect; inconclusive = small, poorly fitted or top-dose-only effect, or another doubt; inactive = no such curve, though single readings can be large; an effect the other way counts as inactive or inconclusive. A portion of the library, so the mix of outcomes need not match the whole.

SMILES | APEX1 inh | PGK inhibitor | Pol eta inh | Pol iota inh | Anesthetic bind | BLM helicase inh | POLK inh | Pol beta inh | RXFP1 antagonist
COc1ccc(-n2c(SCCNCCO)nc3sc4c(c3c2=O)CCCC4)cc1 | 23% | -11% | -9% | -18% | 3% | 0% | -5% | 23% | -17
CC(C)(C)n1nc2c(c1NC(=O)c1ccccc1)CS(=O)(=O)C2 | -2% | -1% | -15% | 59%[activator] | -4% | -2% | -4% | -5% | -1
COC(=O)c1ccc(NCN2C(=O)C3C4CCC(C4)C3C2=O)cc1 (stereo not given) | ? | -7% | -18% | 15% | -3% | -5% | 3%[60.1 µM] | 39% | -1
COc1ccc(S(=O)(=O)N(CCc2ccccc2)CC(=O)O)cc1Cl | 3% | i | -9% | -8%[58.9 µM] | -18% | 0% | -3% | -17% | -21
Cc1cc(Nc2cccc(O)c2)c2ccccc2n1 | 1% | . | . | . | -11% | -7% | . | 45% | .
CC(=O)C1C(=O)c2c(cccc2[N+](=O)[O-])C1=Nc1cccc(Cl)c1 (stereo not given) | 5% | -2% | -21% | 96%[activator] | -3% | -7% | -3% | 0% | 2
CCCCCCc1nc(C(N)=O)c2[nH]c(=O)n(-c3ccc(OC)cc3OC)c2n1 | -18% | -6% | 3% | 2% | ? | -8% | -6% | 0% | -1
CCOc1ccc(-c2nn[nH]n2)cc1OCC | -7% | 5% | -2% | -10% | 3% | -1% | -6% | -4% | -26
CCCC(NC(=O)Cc1c(C)c2c(cc(C)c3c(C)coc32)oc1=O)C(=O)O (stereo not given) | -16% | . | -5% | -13% | 45%[activator] | -2% | -7% | 34% | 6
c1ccc(COCC2CCNCC2)cc1 | 14% | i | -8% | 32%[activator] | -3% | 2% | 7% | -7% | 1
CCOC(=O)C(=O)N/N=C/c1ccco1 | ? | i | -19% | -14% | 13% | -17% | -4% | 3% | -22
O=C(COC(=O)/C=C/c1ccc(OC(F)F)cc1)NC(=O)NC1CCCCC1 | 15% | -2% | -22% | 21% | . | . | -2% | . | -10
CCOC(=O)Cn1c(CN2CCN(c3ccc(OC)cc3)CC2)nc2c1c(=O)[nH]c(=O)n2C | . | -7% | -1% | 26% | -5% | -4% | -7% | 12% | -1
COc1cc2c(cc1NC(=O)COC(=O)C1CC(=O)N(Cc3ccco3)C1)oc1ccccc12 (stereo not given) | -3% | 7% | 16% | 3% | -19% | -3% | -6% | 18% | -23
CC(C)(C)OC(=O)NCc1n[nH]c(=S)n1C1CC1 | -11% | 8% | -7% | 140%[activator] | 5% | 1% | -7% | 1% | -2
Cc1ccc2cc(CN(C(=O)c3ccco3)c3ccccc3C)c(=O)[nH]c2c1 | 10% | -6% | 7% | 6% | -24% | -6% | -21% | 16% | 6
Cc1nc2ccccn2c(=O)c1NC(=O)c1c(F)cccc1F | . | -9% | 14% | -16% | -18% | -1% | -10%[60.1 µM] | 13% | -10
CCCCn1c(N)c(N(CCOC)C(=O)CCS(=O)(=O)c2ccc(Cl)cc2)c(=O)[nH]c1=O | 5% | -4% | -9% | 9% | . | . | -14% | . | -3
Cc1ccccc1NC(=O)C1CC(=O)N(c2ccc3c4c(cccc24)CC3)C1 (stereo not given) | 0% | 2% | -5% | 17% | -19% | -1% | -11% | 13% | 17
COc1ccc(C2NC(=S)NC3=C2N2CCC3CC2)cc1 (stereo not given) | -3% | 6% | -5% | 104%[activator] | -5% | -2% | -4% | 13% | 9
FC(F)(F)c1cc(-c2cccs2)nc2ncnn12 | 2% | -3% | -18% | 133%[activator] | 251%[activator] | -4% | -9% | 2% | 7
Cc1ccc(C)c(N2CC(C(=O)Nc3cc(C)on3)CC2=O)c1 (stereo not given) | 1% | -9% | -22% | 10% | 3% | -5% | 7% | 30% | -6
O=C(CNC(=O)C1CCCCC1)Nc1ccc(F)c(Cl)c1 | -3% | -6% | -19% | 166%[activator] | ? | -4% | -7% | 13% | -7
CCOC(=O)N1CCC(NC(=O)c2cnn(-c3ccc(C)cc3)c2C2CCN(C(=O)OC(C)(C)C)CC2)CC1 | . | 6% | -14% | 15% | -13% | -2% | -3% | 9% | -8
COc1cccc(CN2CC(C(=O)N(C)Cc3ccnc4ccccc34)CCC2=O)c1 (stereo not given) | 1% | -10% | 0% | 19% | 1% | 0% | 2% | 37% | -24
c1ccc(CNc2nc3ccccc3n2CCN2CCOCC2)nc1 | -4% | . | -8% | -46% | -7% | 3% | 0% | 0% | 4
Cc1ccc(S(=O)(=O)CCC(=O)OCC(=O)NCc2ccccc2)cc1 | 46% | i | -19% | 12% | . | . | 0% | . | -27
OCCC1CN(Cc2cnc(N3CCCC3)s2)CCN1C1CCCC1 (stereo not given) | 4% | -2% | -13% | 42%[activator] | -6% | -1% | -12% | -6% | 2
COC(=O)[C@@H]1C[C@@]2(O)[C@H](O)[C@H](O)[C@H](O)C[C@H]2N1Cc1cc(OC)cc(OC)c1 | -1%&-3% | 6% | -6% | -17% | -3%&-1% | 0%&-2% | -25% | -21% | .
CN1C(C)(C)CCCC1(C)C | 32% | -1% | -7% | -7% | -3%[29.3 µM] | ? | -16% | 12%[57.1 µM] | 4
CCC[C@H]1COCCS(=O)(=O)N1Cc1ccc(Br)cc1 | 15% | . | . | ? | -10% | -4% | -28% | 9% | .
Cc1ccccc1-n1c(=O)c(C#N)cc2c(=O)n3ccccc3nc21 | 5% | 5% | 2% | 25% | 443%[activator] | -6% | -6% | 11% | 1
Cc1ccc(C(=O)OCC(=O)NCc2ccc3c(c2)OCO3)s1 | 14% | -9% | -12% | -3% | ? | -7% | -2% | -5% | -2
N#C/C(=C\C1CC2C=CC1C2)c1nc2ccccc2[nH]1 (stereo not given) | -11% | -8% | -2% | 18% | -20% | -7% | -8% | 12% | -3
COc1cccc(/C(O)=C2/C(=O)C(=O)N(c3cc(C)on3)C2c2cccs2)c1 (stereo not given) | -5% | 1% | -8% | ? | -16% | -1% | 2% | -2% | -4
CC(=O)c1cccc(NC(=O)COC(=O)c2cccs2)c1 | -3% | -4% | -8% | -12% | 1% | 4% | 5% | 8% | 8
COC(=O)N/N=C/c1cccc([N+](=O)[O-])c1 | -3% | -3% | -21% | 22% | 7% | -4% | 9% | 4% | -18
C=C(C)COc1ccc(-c2[nH]ncc2-c2ccc(OC)c(OC)c2)c(O)c1 | -6% | 3% | -27% | -5% | -24% | -7% | -6% | -2% | -78*
O=C(NCCS(=O)(=O)N1CCN(Cc2ccccc2)CC1)c1ccccc1 | 3% | -1% | -15% | 69%[activator] | . | . | -5% | . | 22
Cc1ccnc(NC(=O)C2CCN(S(=O)(=O)c3c(C)c(C)cc(C)c3C)CC2)c1 | -12% | -1% | -14% | 13% | 76%[activator] | -11% | -16% | -6% | -9
N/C(Cn1nnc(-c2ccccc2)n1)=N\O | 1% | -6% | -5% | 10% | -5% | 1% | -9% | 14% | 1
O=C(NCCSCc1ccco1)Nc1cccc(Cl)c1 | -8% | -8% | -1% | -18% | 5% | -5% | -9% | -2% | -18
Cc1[nH]c2ccccc2c1C(=O)C(=O)NC1CC1 | 4% | -4% | -19% | 27% | -8% | -22% | -2% | 29% | -2
CCOC(=O)N1CCC(c2nc3ccccc3[nH]2)CC1 | 0% | -10% | 1% | 5% | -11% | 1% | -4% | -1% | 9
Cc1cccc(OCCCC(=O)NC(C)c2ccccc2)c1 (stereo not given) | 1% | 17% | -21% | -3% | ? | -2% | -16% | 24% | -14
NC(=O)c1nn(-c2ccccc2)nc1N | 5% | 1% | 11% | 12% | -14% | 0% | 4% | 3% | 1
CCCC(C)NC(=O)/C=C/c1cccc([N+](=O)[O-])c1 (stereo not given) | -18% | -9% | -2% | 10% | -6% | 0% | -6% | -7% | 1
CC(C)C1(c2ccsc2)NC(=O)NC1=O (stereo not given) | . | 0% | -5% | 16% | . | . | 0% | . | -3
CCC(Sc1nc2cc(OC)c(OC)cc2c(=O)n1CCc1ccc(S(N)(=O)=O)cc1)C(=O)NCCOC (stereo not given) | 8% | 12% | -8% | -18% | -17% | -5% | -7% | -11% | -26
COc1ccc(N2CCN(c3cc(C)nc4nc(-c5ccc(C)cc5)nn34)CC2)cc1 | . | 2% | -9% | -1% | 3% | -19% | -24% | 25% | .
Cc1ccc(NC(=O)c2ccc(CN3C(=O)CCn4nc(C)cc43)cc2)c(Cl)c1 | . | -6% | -17% | 19% | -11% | -3% | -7% | 16% | -4
O=C(CN1CCOCC1)Nc1ccccc1NC(=O)C1CCN(c2ncccn2)CC1 | 0% | 5% | -12% | ? | -10% | -4% | -5% | 22% | -9
C/C(CC(=O)Nc1cccc(C(F)(F)F)c1)=N\NC(=O)c1cnccn1 | 28%[12.4 µM] | -2% | -14% | 103%[activator] | -15% | -2% | -13% | -8% | 1
COc1ccc2c(c1)c1c(c(=O)n(-c3cccc(Cl)c3)c(=O)n1CC(=O)N1CCCC1)n2C | . | 0% | -1% | 0% | 70%[activator] | -2% | -9% | 6% | .

One compound at a time, as listed above. Order of values: APEX1 inh | PGK inhibitor | Pol eta inh | Pol iota inh | Anesthetic bind | BLM helicase inh | POLK inh | Pol beta inh | RXFP1 antagonist
Listed for NC(=O)c1nn(-c2ccccc2)nc1N : 5% | 1% | 11% | 12% | -14% | 0% | 4% | 3% | 1
Listed for Cc1cc(Nc2cccc(O)c2)c2ccccc2n1 : 1% | . | . | . | -11% | -7% | . | 45% | .
Listed for Cc1ccc(C(=O)OCC(=O)NCc2ccc3c(c2)OCO3)s1 : 14% | -9% | -12% | -3% | ? | -7% | -2% | -5% | -2
Listed for CCCCn1c(N)c(N(CCOC)C(=O)CCS(=O)(=O)c2ccc(Cl)cc2)c(=O)[nH]c1=O : 5% | -4% | -9% | 9% | . | . | -14% | . | -3
